AddAB inh: less growth of phage-infected E. coli with AddAB; E. coli expressing H. pylori AddAB, absorbance growth; inhibition, % at 11.9 µM; 330,000 compounds, 0.29% hits; AID 435030; in the data active means inhibition above about 12%;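 further: 0% = vehicle wells of infected cells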
Tat transport: inhibitors of E. coli Tat protein transport | E. coli MC4100 TorA-mCherry Tat export, fluorescence | 340,000 compounds, 0.036% hits | inhibition, % at 10 µM;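 active means mean replicate inhibition at least 50% and at least half of replicates individually reaching 50%; inconclusive means only one of the two criteria met; inactive means neither criterion met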;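 further: exported cargo escapes ClpAP degradation while cytoplasmic cargo is degraded and loses fluorescence; 0% = median of neutral control wells and 100% = median of NaSCN control wells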
PKA-R2B activ: activates the human PKA-R2B holoenzyme complex. PKA-R2B holoenzyme dissociation, Cy5-IP20 fluorescence polarization; R2B truncated from residue 108, S112A mutant; 0% DMSO only, 100% 113 µM cGMP. activation, % at 11.4 µM. 340,000 compounds, 0.079% hits. AID 504700;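 active means activation above a cutoff set at the mean over all compounds plus 3 SD, cut at about 18% in these data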;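 further: higher means more holoenzyme dissociation and a rise in polarization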
Target sequence (P31323 whole entry, looked up, other chains not shown, the tested form may be a part): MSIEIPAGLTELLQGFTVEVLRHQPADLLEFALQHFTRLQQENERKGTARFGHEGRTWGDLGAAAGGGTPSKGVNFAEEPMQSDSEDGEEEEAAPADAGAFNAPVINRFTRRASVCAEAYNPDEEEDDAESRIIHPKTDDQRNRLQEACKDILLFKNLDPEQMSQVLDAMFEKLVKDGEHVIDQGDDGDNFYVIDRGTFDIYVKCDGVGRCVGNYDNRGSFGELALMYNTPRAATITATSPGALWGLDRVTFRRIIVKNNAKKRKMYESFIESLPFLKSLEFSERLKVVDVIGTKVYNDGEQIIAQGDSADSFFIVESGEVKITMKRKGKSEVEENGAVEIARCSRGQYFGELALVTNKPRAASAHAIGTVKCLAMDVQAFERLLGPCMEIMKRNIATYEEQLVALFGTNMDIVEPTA
PKA-R1A activ: activates the PKA-R1A holoenzyme complex | 340,000 compounds, 0.083% hits | PKA-R1A dissociation, Cy5-IP20 fluorescence polarization; scaled: DMSO 0%, 113 µM cGMP 100% | P00514+P68181 | AID 504707 | activation, % at 11.4 µM;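 active means percent activation above the mean of all tested compounds plus 3 SD, cut at about 19% in these data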;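 further: higher means more PKAc released from R1A so a rise in polarization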
phage Ecoli inh: E. coli growth loss with phage present; growth absorbance; inhibition, % at 11.9 µM; 360,000 compounds, 0.26% hits; AID 651602; in the data active means inhibition above about 11%
CDK5 inh: inhibitors of human CDK5/p35 kinase; inhibition, % at 10 µM; Recombinant CDK5/p35, ADP-Glo luminescence, 60 min; Q00535+Q15078; 330,000 compounds, 0.01% hits;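 active means highest replicate inhibition of at least 50% and at least 75% of replicates reaching 50%; inconclusive means only one of the two criteria met; inactive means both criteria failed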;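 further: plate controls were DMSO neutral control for no effect and GW8510 at 10 µM for full effect; many of its hits are not listed in these tables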
HTR5A inv ctr: counter-screen for OPRM1-OPRD1 inverse agonists: human HTR5A inverse agonism; P47898; HTR5A cell line, luminescence; inhibition, % at 9.3 µM; 340,000 compounds, 0.083% hits; AID 504634; in the data active means inhibition mostly above about 23%, no sharp cut-off; inactive means mostly below about 18%;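 further: 0% = cells with DMSO and 100% = no-cell wells with DMSO; some compounds called inactive have numbers as strong as hits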
Target sequence (P47898 whole entry, looked up): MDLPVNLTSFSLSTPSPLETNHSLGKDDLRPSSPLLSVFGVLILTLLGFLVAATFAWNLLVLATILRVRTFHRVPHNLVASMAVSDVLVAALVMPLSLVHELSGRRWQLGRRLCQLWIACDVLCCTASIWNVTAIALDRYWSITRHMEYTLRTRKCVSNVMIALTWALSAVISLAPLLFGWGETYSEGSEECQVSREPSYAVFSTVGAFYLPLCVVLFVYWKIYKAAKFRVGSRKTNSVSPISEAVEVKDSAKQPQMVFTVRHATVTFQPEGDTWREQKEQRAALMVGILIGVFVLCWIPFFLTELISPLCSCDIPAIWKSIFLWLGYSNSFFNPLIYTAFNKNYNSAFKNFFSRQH
DAGLB inhibitor: diacylglycerol lipase beta (human) inhibition; Q8NCG7; HEK293T DAGLB membrane lysate, EnzChek fluorogenic substrate; inhibition, % at 5.17 µM; 340,000 compounds, 0.059% hits; in the data active means inhibition above about 34%;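 further: 0% = enzyme with vehicle and 100% = wells lacking enzyme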
Ecoli viability: bacterial growth inhibition, counter-screen for AddAB inhibitors. E. coli V3065 growth, OD600 absorbance, 18 h. inhibition, % at 11.9 µM. 330,000 compounds, 0.27% hits. AID 449728;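 active means inhibition above the campaign's mean inhibition across all tested compounds plus 3 SD, cut at about 9.9% in these data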;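 further: uninfected addAB+ strain grown without phage in ampicillin broth; 0% = DMSO wells and 100% = ciprofloxacin 0.95 µg/ml wells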
SUMO Mot1 rescue: blocks SUMOylation pathway, rescuing yeast Mot1-301 growth; S. cerevisiae Mot1-301 growth rescue, ATP luminescence, 38.5C; percent above DMSO median, 100 means doubled; growth rescue, % at 18.8 µM; 320,000 compounds, 1% hits; AID 2716;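 active means every valid replicate shows activation above 250% relative to neutral control wells; inactive means the rest, any valid replicate at or below 250%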;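 further: OY570 slx delta 5 strain wells were the positive control but not used for scaling; some compounds called inactive have numbers as strong as hits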
HTR5A ag ctr: counter-screen for OPRM1-OPRD1 agonists: human HTR5A agonism; HTR5A agonist assay, luminescence, cell-based; activation, % at 9.3 µM; 340,000 compounds, 0.61% hits; AID 504692; in the data active means activation mostly above about 9.5%, no sharp cut-off; inactive means mostly below about 7.6%;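 further: 0% = cells with vehicle only and 100% = reference agonist; strong numbers were not always called active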
* marks the source's active call; other numbers are inactive results; ? = inconclusive; / = no result given; & = joins results of further samples.

SMILES	AddAB inh	Tat transport	PKA-R2B activ	PKA-R1A activ	phage Ecoli inh	CDK5 inh	HTR5A inv ctr	DAGLB inhibitor	Ecoli viability	SUMO Mot1 rescue	HTR5A ag ctr
COc1ccc(NC(=O)c2ccc(CNc3c(NC4CCCCC4)c(=O)c3=O)cc2)cc1OC	-0.9	6&-8	5&-4	-4&-3	1.0&-0.7	-2.2&-0.2	16&-3	1&3	-0.8	5	-4&1
CNC(=O)C1CC(=O)N(c2ccc(OCC(=O)NCc3ccccc3)cc2)C1 (stereo unspecified)	3.9	3	-3	6	2.5	-0.7	14	2	0.4	162	-1
O=C1NN(c2ccccc2)C(=O)/C1=C\c1coc2ccc(O)cc2c1=O	1.6	2	-3	-15	0.8	-5.9	-4	8	4.0	19	6
Cc1cc(C(=O)Nc2ccc(Cl)cc2)on1	2.7	3	9	10	2.1	0.3	8	0	0.3	9	-2
Oc1ccc(N2CCN(c3nnnn3-c3ccccc3)CC2)cc1	-0.9	-2	6	-4	4.4	0.8	10	-2	-0.4	-12	-4
O=C(O)CNS(=O)(=O)c1ccc2[nH]c(=O)c(=O)[nH]c2c1	-0.4	-1	-5	-11	-3.7	-0.5	-1	-1	-0.7	-7	0
Cc1cccc(-c2c3c(=O)n(C)c(=O)n(C)c3cn2CC2CCCO2)c1 (stereo unspecified)	-3.6	-1	4	-5	3.2	0.0	-6	-1	-0.2	2	2
O=C(CNC(=O)c1ccccc1F)NCCCN1CCCC1=O	-1.0	-1	4	-13	1.0	1.1	-9	0	0.4	-4	3
CCOC(=O)C1(C)NC(c2ccc(N(C)C)cc2)C2C(=O)N(c3ccc(OC)cc3)C(=O)C21 (stereo unspecified)	1.4	-10	-4	-2	0.3	-1.6	-17	1	3.2	91	6
O=C1CC(c2cc(Br)ccc2F)c2cc3c(cc2N1)CCC3 (stereo unspecified)	-1.7	-6	-3	-15	/	1.3	1	2	-1.7	75	0
Cc1onc(-c2c(F)cccc2Cl)c1C(=O)Nc1sc2c(c1C#N)CCC(C(C)(C)C)C2 (stereo unspecified)	2.2	?	17	1	4.3	0.5	-40	-17	-0.8	2	1
COc1cccc(-n2cnc3sc(-c4ccccc4)cc3c2=O)c1	3.3	-4	-1	1	0.8	1.0	-23	0	0.1	-8	8
O=C(OCC1CC(c2ccccn2)=NO1)c1ccc(Br)cc1 (stereo unspecified)	2.8	6	-1	0	0.0	-0.3	0	-12	2.7	-13	4
N#C/C(=N\Nc1ccc([N+](=O)[O-])cc1)C(=N)N1CCOCC1	1.4	-6	3	-9	1.1	1.4	-16	2	-0.5	-8	-5
CCOc1cc(/C=N/NC(=O)c2ccccc2OCc2ccc(F)cc2)ccc1O	2.4	7	-8	-17	2.1	1.3	14	-4	0.9	-7	-1
C=CCn1c(SCC(N)=O)nnc1-c1cccc(Br)c1	3.5	?	-7	-11	4.7	-2.1	3	-3	-1.1	408	-1
Cc1cnc(NC(=O)c2ccncc2)s1	-0.1	-1	-4	-13	-1.9	3.0	1	-2	-0.5	284	0
c1ccc2c(c1)oc1c(Nc3ccc4c(c3)OCO4)ncnc12	1.4	-26	3	-14	2.3	0.6	-13	4	-1.0	0	5
Cc1nn2c(CN(C(=O)COc3ccccc3)c3ccccc3)nnc2c2ccccc12	-1.4	0	-4	6	0.2	4.1	-21	1	1.6	19	5
CN(C)Cc1nc2ccccc2c(=O)n1CC(=O)Nc1cccc(S(=O)(=O)N2CCOCC2)c1	-1.7	-2	-6	-2	2.3	-0.7	-6	-2	-0.7	-17	7
C=CCN1C(=O)CC(C(=O)NC)SC1=Nc1ccc(C(=O)OCC)cc1 (stereo unspecified)	3.3	-6	10	0	3.4	0.8	-19	-3	0.5	-6	0
O=C(CN1C(=O)NC2(CCCCC2)C1=O)N1CCOCC1	0.8	2	2	8	-0.3	1.1	15	0	-1.4	-19	-6
CCOC(=O)c1c(C)n(O)c2ccc(Cl)cc2c1=O	4.7	-9	0	-3	3.0	0.1	18	0	1.6	1	2
c1nc(NCCN2CCOCC2)c2c3c(sc2n1)CCCCC3	/	0	0	-7	3.2	0.9	-2	0	/	/	1
COc1cccc(C2CC(=O)Nc3cc4c(cc32)CCC4)c1 (stereo unspecified)	1.6	3	-1	5	1.4	0.4	-42	-4	-0.5	45	15*
COC(=O)c1ccccc1NC(=O)c1noc2c1CC(C(C)(C)C)CC2 (stereo unspecified)	1.3	-3	-3	-5	1.3	-3.9	7	-1	-1.2	1	0
COc1ccc(CC(=O)Nc2nc(-c3ccc(F)c(F)c3)cs2)cc1	3.1	6	-4	-5	-0.2	-1.2	-7	-7	0.1	83	4
Cc1ccc(S(=O)(=O)Oc2ccccc2/C=N/NC(=O)c2nn(C)cc2[N+](=O)[O-])cc1	-0.2	-7	8	-9	4.3	0.4	12	-3	2.5	10	-6
O=C1CCCc2c1cc(C(=O)NCc1ccco1)c(=O)n2-c1ccccc1	0.1	1	-5	2	3.3	1.6	19	-1	-2.0	1	-7
COc1ccc(S(=O)(=O)N(C)Cc2cccs2)cc1Br	5.3	2	-10	-5	1.7	-1.6	-6	-7	1.6	/	3
COc1ccc(Br)cc1S(=O)(=O)n1nc(C)cc1C	1.3	-7	0	3	-0.4	0.7	16	-2	1.5	-4	-5
CC(C)CC(O)(CC(C)C)C(=O)NNc1ccccc1	0.2	-1	-8	0	3.3	-0.9	-3	0	2.6	1	-7
CCCn1c(N2CCN(CC(=O)c3c(C)n(C)c4ccccc34)CC2)nc2c1c(=O)[nH]c(=O)n2C	2.1	-2	2	5	-1.5	-2.2	1	2	2.7	0	-1
COc1cccc(NC(=O)CSc2nc3ccccc3cc2Cc2ccccc2)c1	1.2	3	-1	-7	1.1	1.7	-19	-19	1.1	-3	7
COc1ccccc1N1CCN(C2CCN(C(=O)c3cccs3)CC2)CC1	-1.9	-6	-14	-10	-2.4	0.1	-9	2	-3.4	45	0
CS(=O)(=O)Oc1ccc(/C=N/NC(=O)c2ccncc2)cc1	2.0	-7	-2	-5	5.3	/	21	-1	-0.1	216	-1
C=CCn1c(SCc2ccccc2C#N)nnc1-c1cc(Br)ccc1O	0.1	5	8	-2	3.2	-0.1	-35	1	-2.0	9	1
COc1ccc(N2C(=O)C3CCCN3C2c2cccc(C)c2)cc1Cl (stereo unspecified)	1.0	5	5	2	3.5	0.7	2	1	0.8	-10	-1
O=C(CSc1nnnn1-c1ccccc1)N1CCc2ccccc2C1	-1.4	10	1	1	1.3	0.0	-13	-2	-0.9	-18	-5
O=C(COc1ccccc1Cl)Nc1ccccc1C(=O)Nc1cccc(C(=O)O)c1	4.2	0	-4	-1	1.8	-1.3	15	3	1.6	5	-2
O=C(NCc1cccnc1)C1CCN(c2ccc(S(=O)(=O)N3CCOCC3)cc2Cl)CC1	0.5	-3	-4	6	3.5	0.7	4	1	-1.8	-7	-2
Nc1cccc(CP(=O)(c2ccccc2)c2ccccc2)c1	-0.1	3	11	-8	1.2	-1.4	4	2	1.0	-7	-1
COc1cc(CO)cc(Br)c1OCC(=O)Nc1cccc2ccccc12	1.0	-1	-12	6	3.4	1.2	-15	0	1.2	-9	5
COc1ccc(OC)c(-n2nnnc2SCC(=O)Nc2ccccc2N2CCOCC2)c1	-2.0	-2	-6	-6	1.9	1.5	-14	-2	-2.6	0	-1
O=C(Nc1ccccc1Sc1ccccc1)c1ccccc1	2.8	-2	-13	0	2.5	1.0	1	-17	2.0	/	-2
COc1ccc(S(=O)(=O)N(CC(=O)NCc2cccnc2)Cc2ccccc2)cc1	2.8	-1	6	-2	-0.1	0.2	-10	0	-0.4	11	1
N#CC1=C(N)Oc2n[nH]c(-c3cccs3)c2C1c1ccccc1C(=O)O (stereo unspecified)	-0.9	-2	-6	3	1.2	-1.4	4	1	-1.7	-4	-2
Fc1cccc(/C=N/Nc2ccc3ccccc3n2)c1	2.8	-5	-4	-6	2.8	3.8	23	-6	3.5	10	-4
O=C(N/N=C/c1ccc(OCc2ccccc2)cc1)c1cccs1	1.2	-4	8	11	0.4	-0.3	-4	-1	-2.8	-2	1
O=S(=O)(NCC1CCCO1)c1ccc(Oc2ccccc2)cc1 (stereo unspecified)	0.5	3	1	8	1.3	2.1	-10	-2	-1.2	18	-2
O=C(/C=C/NCC(=O)c1ccccc1)c1ccc(Br)cc1	0.5	5	4	9	2.3	2.4	-6	0	-2.0	-6	1
CCOC(=O)C1CCN(C(=O)C(CCSC)NC(=O)c2ccccc2OC)CC1 (stereo unspecified)	0.2	5	-9	-1	0.3	-2.3	-3	1	-0.3	-15	7
CC(C)Cn1c(-c2ccc(F)cc2)n[nH]c1=S	0.6	1	-9	-5	2.0	2.9	9	2	1.5	8	-3
O=C(CCc1nc2ccccc2c(=O)[nH]1)N1CCN(c2ccc(F)cc2)CC1	-2.1	-1	1	-8	3.2	-0.2	6	-3	-1.6	1	5
CCCc1nnc(NC(=O)CCC(=O)NCc2ccc(OC)cc2)s1	2.9	6	-7	3	-1.6	-1.3	-8	-1	2.0	-14	4
CN(C)N=Nc1ccc(-c2cn(Cc3ccccc3)cn2)cc1	1.2	-5	7	3	-0.1	1.0	4	-1	1.3	19	-1
C/C(=N\NC(=O)CN(c1ccc(C)cc1)S(C)(=O)=O)c1cccs1	2.1	-4	-7	-5	3.5	1.5	-5	-1	-1.8	249	2
O=C(NCc1ccc(F)cc1)C1CCN(S(=O)(=O)c2cccnc2)CC1	2.9	-5	3	-1	2.2	0.3	2	-2	0.3	-22	-1
COc1c(Br)cc2c(C)c(C(=O)O)oc2c1Br	3.5	-20	-4	15	3.5	-0.2	12	5	0.9	-2	3
NC(=O)C1=C[C@@H](c2ccccc2)C[C@@H](OCCCCO)O1	2.1	3	0	-1	1.1	-1.2	0	-1	2.5	-1	0

The list goes on:
SMILES	AddAB inh	Tat transport	PKA-R2B activ	PKA-R1A activ	phage Ecoli inh	CDK5 inh	HTR5A inv ctr	DAGLB inhibitor	Ecoli viability	SUMO Mot1 rescue	HTR5A ag ctr
Cc1nc2ccc(C(=O)OCc3ccccc3Br)cc2nc1C	0.3	-6	1	-6	2.3	1.4	8	0	0.4	10	-3
COc1ccc(Br)cc1CN1CCCC(C(=O)N2CCCCCC2)C1 (stereo unspecified)	2.1	9	2	-5	-1.7	-1.6	-10	0	-0.3	45	4
CCOC(=O)C1=C(N)Oc2cc(O)ccc2C1c1ccc(C)cc1 (stereo unspecified)	3.5	1	0	-4	0.2	-0.4	-15	-2	-0.4	1	4
c1cc2c(cc1C1=Nn3c(nnc3C3CCCCC3)SC1)OCO2	0.3	1	7	10	1.8	-0.5	-4	-1	-0.4	60	6
